Screening results from PubChem BioAssay.
Vif imaging: HIV Vif self-association inhibitors, primary screen, imaging, HEK293T, single point; HEK293T cells, Vif self-association by quenched fluorescence, 24 h; actives 0.35% (n = 340,000); inhibition, % at 7.49 µM; in the data active = inhibition above about 50%, passing the limit was not always enough; inconclusive = no clear call, values can overlap the other calls; inactive = below about 31%; note: some results filed as inactive read as strong as hits
PDI turbidity: inhibitors of human PDI, primary screen, biochemical, turbidity, single point, plate reader; Protein disulfide-isomerase (Homo sapiens), P07237; PDI insulin aggregation turbidity, A650, 90 min; inhibition, % at 10 µM; actives 0.052% (n = 350,000);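 active = mean inhibition across replicates of 30% or more, whatever share of single replicates reach that level; inconclusive = mean inhibition below 30% while every single replicate reaches 30%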;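 note: absorbance from insulin aggregation driven by PDI reduction with DTT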
Target sequence (P07237 whole entry, looked up): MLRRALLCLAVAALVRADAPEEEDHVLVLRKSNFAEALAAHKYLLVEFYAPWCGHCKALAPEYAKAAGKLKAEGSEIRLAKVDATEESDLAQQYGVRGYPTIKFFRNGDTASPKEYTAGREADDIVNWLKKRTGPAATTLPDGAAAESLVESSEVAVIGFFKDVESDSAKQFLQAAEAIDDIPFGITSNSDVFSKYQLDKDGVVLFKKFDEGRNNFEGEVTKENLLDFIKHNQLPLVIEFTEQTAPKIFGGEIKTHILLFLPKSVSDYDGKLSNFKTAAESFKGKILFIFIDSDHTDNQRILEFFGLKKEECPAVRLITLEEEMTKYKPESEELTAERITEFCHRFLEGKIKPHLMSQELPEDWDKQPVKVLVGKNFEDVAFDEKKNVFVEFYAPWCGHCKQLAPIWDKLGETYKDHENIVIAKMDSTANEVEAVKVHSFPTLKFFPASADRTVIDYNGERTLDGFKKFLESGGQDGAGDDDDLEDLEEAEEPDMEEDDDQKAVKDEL
CaV13 FRET inh: Primary screen for inhibitors of IQ motif and Ca2+-dependent inactivation inhibitor domain binding in CACNA1D, Förster resonance energy transfer in living cells, …; HEK cells, CFP/YFP FRET ICDI-IQ, plate reader, 10 min; percent FRET-ratio fall versus neutral wells; inhibition, % at 12.3 µM; actives 0.098% (n = 340,000);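 active = mean replicate inhibition of at least 30% and at least 1% of replicates passing that level; inconclusive = only one of the two criteria is met; inactive = neither criterion is met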;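 note: 0% = median of the neutral control wells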
CF NFkB block: inhibitors of PAF-induced NF-kB signaling, primary screen, cell-based, GFP fluorescence, uHTS. inhibition, % at 5 µM. KKLEB NF-kB-GFP reporter, GFP fluorescence overnight. AID 588850, 2011. actives 0.86% (n = 360,000);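 active = at least 50% inhibition at 5 µM, scaled per plate between neutral and stimulator controls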;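 note: PAF is a Pseudomonas aeruginosa culture filtrate used as stimulus; plate controls were PAF-stimulated DMSO wells for no effect and unstimulated DMSO wells for full effect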
NR2E3 ag-1: NR2E3 agonists in two-hybrid cells, primary screen, cell-based, luminescence, CHO-S, Gal4-NCOR/VP16-NR2E3 | inhibition of corepressor binding, % at 3.98 µM | actives 0.35% (n = 360,000) | Photoreceptor-specific nuclear receptor (Homo sapiens), Q9Y5X4 | luciferase | AID 602229, 2012;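 active = inhibition above the mean of all tested compounds plus 3 SD, cut at about 70% in these data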;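 note: 0% = DMSO with NR2E3 transfected cells and 100% = cells lacking NR2E3 construct; higher means lower luciferase signal from less NR2E3 corepressor binding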
Target sequence (Q9Y5X4 whole entry, looked up, the tested form may be a part): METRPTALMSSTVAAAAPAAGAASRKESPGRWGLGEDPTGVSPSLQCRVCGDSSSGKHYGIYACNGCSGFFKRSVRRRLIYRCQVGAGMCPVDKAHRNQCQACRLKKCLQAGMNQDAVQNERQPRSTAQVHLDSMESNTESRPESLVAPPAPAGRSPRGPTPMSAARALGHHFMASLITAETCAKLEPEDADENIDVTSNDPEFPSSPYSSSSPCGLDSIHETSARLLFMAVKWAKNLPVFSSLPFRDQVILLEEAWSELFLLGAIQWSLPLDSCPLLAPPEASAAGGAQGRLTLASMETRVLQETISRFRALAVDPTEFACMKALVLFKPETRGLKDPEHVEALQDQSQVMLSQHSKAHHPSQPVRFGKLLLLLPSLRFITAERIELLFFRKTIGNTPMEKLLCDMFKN
TRPM1 prom inh: inhibitors of MITF-dependent TRPM1 promoter reporter, primary screen, cell-based, SK-MEL-5, single point, luciferase; inhibition, % at 12.5 µM; actives 0.83% (n = 330,000); SK-MEL-5 TRPM1 promoter luciferase, 24 h; AID 488899, 2010;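 active = mean inhibition across replicates of 60% or more, whatever share of single replicates reaches that level; inconclusive = some that reach 60%, reason not given; inactive = mean inhibition across replicates below 60%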; note: values of inactives mirror those of a sister screen read the other way
Shn3 3UTR inh: reduction of Shn3 3'UTR firefly luciferase signal, primary screen, Schnurri-3 inhibitor project, cell-based, Clone20 osteoblasts, set 2; Clone20 osteoblast Shn3 3'UTR firefly luciferase, 24 h; inhibition, % at 12.5 µM; actives 0.52% (n = 360,000); AID 588674, 2011;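 active = mean inhibition of at least 75% with every replicate also reaching 75%; inconclusive = mean inhibition at least 75% but some replicate below; inactive = mean inhibition below 75%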;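 note: 0% = median of neutral control wells and 100% = pilot-screen positive control compound; some compounds past the cut are filed as inactive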
Peg3 promoter: Peg3 promoter-driven luciferase inhibitors, primary screen, cell-based, HeLa, luciferase luminescence | HeLa PEG-Prom luciferase reporter, overnight | inhibition, % at 20 µM | actives 1.7% (n = 360,000);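 active = inhibition of at least 50% at 20 µM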
NR2E3 ag-2: inhibitors of NR2E3-RetCOR corepressor binding, primary screen, NR2E3 agonist project, biochemical, TR-FRET, GST-NR2E3, biotin-RetCOR. AID 2300, 2010. inhibition of corepressor binding, % at 4.78 µM. 1536-well. actives 0.12% (n = 320,000);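 active = percent inhibition above the cutoff of mean plus 3 SD of all tested compounds, set per screening campaign, cut at about 20% in these data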;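 note: 0% = DMSO wells and 100% = biotin wells as full block of FRET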
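system = GST-tagged NR2E3 plus biotinylated RetCOR corepressor | input = 1.35 nM GST-NR2E3 | also added = 7 nM biotin-RetCOR | schedule = 5 h incubation at 4 °C | measured by = TR-FRET with europium anti-GST and streptavidin-D2, 340 nm excitation | read-out = percent loss of FRET ratio relative to control wells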
KKLEB tox: cytotoxicity in KKLEB CF airway cells, primary screen, cytotoxicity control for CF NF-kB inhibitor project, cell-based, uHTS, fluorescence assay plates | actives 0.36% (n = 360,000) | KKLEB CF airway cells viability, ATPlite luminescence, overnight; hits give low values; cells stimulated with P. aeruginosa culture filtrate | activity change (cytotoxicity), % at 5 µM;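 active = corrected activity change at or below -50% at 5 µM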
HIF-2a block: HIF-2a reporter inhibitors, primary screen, luminescence, 786-0 RCC cells; 786-0 RCC cells HIF-2a reporter, luciferase luminescence, overnight; inhibition, % at 18.8 µM; actives 0.72% (n = 360,000); AID 624352, 2012;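 active = inhibition of the luminescence signal of 40% or more relative to plate controls, in a single-dose primary screen at 18.75 µM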
* marks the source's active call; other numbers are inactive results; u = inconclusive; x = not tested or not shown.

compound	Vif imaging	PDI turbidity	CaV13 FRET inh	CF NFkB block	NR2E3 ag-1	TRPM1 prom inh	Shn3 3UTR inh	Peg3 promoter	NR2E3 ag-2	KKLEB tox	HIF-2a block
CCCNC(=O)c1c(NC(=O)C2COc3ccccc3O2)sc2c1CCCC2 (configuration not stated)	-4	3	x	1	-26	18	6	16	-3	-13	9
COC(=O)C1CCN(C(=O)CN2C(=O)NC3(CCC(C)CC3)C2=O)CC1 (configuration not stated)	-17	-5	-6	-15	25	3	-6	10	x	-18	8
Clc1ccc(/C=C\c2nccc3c2[nH]c2ccccc23)cc1	-5	1	-8	11	-23	8	6	-6	x	-22	-97
CC1(O)CC(c2ccc(Cl)cc2)=NN1C(=O)c1ccc([N+](=O)[O-])cc1 (configuration not stated)	0	1	-2	10	-4	16	-7	38	1	-7	-13
Cc1ccc(NS(=O)(=O)c2c(C)[nH]c(=O)[nH]c2=O)c(C)c1	-4	11	-19	-9	-11	-9	-27	5	x	14	19
COc1ccccc1Nc1nc(-c2sc(NC(=O)c3ccco3)nc2C)cs1	-2	-5	-5	32	-10	46	13	70*	-1	-3	7
c1ccc2c(OCCCCN3CCOCC3)cccc2c1	0	-1	-4	-4	-15	5	-142	6	1	5	-4
CCc1nccn1CCC(=O)N1CCCC(Nc2ccc(C(C)C)cc2)C1 (configuration not stated)	4	8	-5	0	-30	0	21	0	1	-13	-4
CC(C)(CNC(=O)CC1C(=O)NCCN1Cc1cccc(F)c1F)N1CCOCC1 (configuration not stated)	16	-8	-7	9	-35	4	6	11	1	4	9
COc1ccc(CC(=O)Nc2c(C(=O)N3CCN(c4ncccn4)CC3)oc3ccccc23)cc1OC	-7	0	-2	3	24	-1	-18	10	1	-5	-8
CCN(C(=O)COC(=O)/C=C/c1c(C)nn(-c2ccccc2)c1C)c1c(N)n(Cc2ccccc2)c(=O)[nH]c1=O	-12	-9	-5	2	-16	6	9	6	x	0	8
CCCN(CCO)C1CCN(CCc2ccccc2)CC1	2	2	-21	-5	5	0	-14	-2	2	-14	1
COc1ccc(Br)cc1CNC(=O)CN1C(=O)C(c2ccccc2)Oc2cccnc21 (configuration not stated)	-2	-3	-13	-17	-1	14	21	25	-1	15	17
CCN1CC(C)(C)N(C(=O)c2ccccc2)CC1(C)C	1	-4	-9	-30	8	-12	-18	0	x	22	12
COc1ccc(-c2csc(N(CCCN(C)C)C(=O)c3ccc(F)cc3)n2)cc1	2	-1	-8	-10	-15	-9	1	-5	2	0	4
CCC(Sc1ccc2nnc(CCNS(=O)(=O)c3ccc(OC)cc3)n2n1)C(=O)OC (configuration not stated)	5	0	-2	1	-9	8	-9	15	-3	7	-2
Cc1cccc(C(=O)OCc2cncs2)c1	-8	1	1	6	-46	-22	-11	-53	-3	0	-9
CCOC(=O)c1c(-c2cccs2)csc1NC(=O)c1ccncc1	-14	8	-4	8	-26	14	-14	7	-5	-17	3
COCCNc1nc2cc(-c3ccccc3OC)sc2c(=O)n1C	1	-6	-11	-10	-11	x	2	-44	x	-8	-70
NC(N)=NCCCC(NC(=O)c1ccccc1)C(=O)Nc1ccc([N+](=O)[O-])cc1 (configuration not stated)	-3	-15	-5	-14	17	12	3	11	1	-15	-4
CS(=O)(=O)Nc1ccc(C2=NN(S(=O)(=O)c3ccc(F)cc3)C(c3ccco3)C2)cc1 (configuration not stated)	-1	2	-4	-11	-37	7	20	22	1	16	20
O=C(O)c1ccccc1C(=O)c1ccc(Cl)cc1	-6	8	-11	-11	-5	4	-8	9	5	3	11
Cc1c(Nc2nc3ccccc3nc2NS(=O)(=O)c2cccs2)c(=O)n(-c2ccccc2)n1C	11	-8	-4	10	-2	7	1	-5	-5	2	9
O=C(OCc1ccc(Br)cc1)c1cccc(S(=O)(=O)N2CCCC2)c1	-20	-1	-2	8	-7	0	4	16	3	10	14
O=C(/C=C/Nc1ccc(Oc2ccccc2)cc1)c1ccco1	-1	2	-7	-30	-101	-79	-48	-198	1	-12	-260

Rewritten field by field: part of the list above.
> COc1ccc(Br)cc1CNC(=O)CN1C(=O)C(c2ccccc2)Oc2cccnc21 (configuration not stated)
  Vif imaging: -2
  PDI turbidity: -3
  CaV13 FRET inh: -13
  CF NFkB block: -17
  NR2E3 ag-1: -1
  TRPM1 prom inh: 14
  Shn3 3UTR inh: 21
  Peg3 promoter: 25
  NR2E3 ag-2: -1
  KKLEB tox: 15
  HIF-2a block: 17

> CCN1CC(C)(C)N(C(=O)c2ccccc2)CC1(C)C
  Vif imaging: 1
  PDI turbidity: -4
  CaV13 FRET inh: -9
  CF NFkB block: -30
  NR2E3 ag-1: 8
  TRPM1 prom inh: -12
  Shn3 3UTR inh: -18
  Peg3 promoter: 0
  NR2E3 ag-2: x
  KKLEB tox: 22
  HIF-2a block: 12

> COc1ccc(-c2csc(N(CCCN(C)C)C(=O)c3ccc(F)cc3)n2)cc1
  Vif imaging: 2
  PDI turbidity: -1
  CaV13 FRET inh: -8
  CF NFkB block: -10
  NR2E3 ag-1: -15
  TRPM1 prom inh: -9
  Shn3 3UTR inh: 1
  Peg3 promoter: -5
  NR2E3 ag-2: 2
  KKLEB tox: 0
  HIF-2a block: 4

The listing continues:
compound	Vif imaging	PDI turbidity	CaV13 FRET inh	CF NFkB block	NR2E3 ag-1	TRPM1 prom inh	Shn3 3UTR inh	Peg3 promoter	NR2E3 ag-2	KKLEB tox	HIF-2a block
CCCN(CCC(=O)Nc1cc(OC)cc(OC)c1)CC1CC1	-9	5	-1	0	-7	5	8	12	0	-1	11
CC(=O)c1sc(NC(=O)C(C)(C)C)nc1C	-5	2	x	-10	-1	7	-6	-7	2	1	2
CSc1nccc(-c2cc(Cl)sc2Cl)n1	-7	5	-3	-4	-6	-3	-3	4	2	1	-14
COc1cc(CNc2nc(C)c([N+](=O)[O-])c(C)c2C#N)cc(OC)c1OC	1	-17	-2	-9	25	17	75	13	-2	-2	7
COc1cc(C=O)c(Cl)cc1OCC(N)=O	-1	0	12	9	5	-20	6	16	-3	11	8
COc1ccc(CCNC(=O)COC(=O)/C=C/c2ccc3c(c2)OCO3)cc1	u	-10	-6	-7	7	-17	-29	-90	x	-11	-20
CCOc1ccc(N2C(=O)Nc3ccccc3C2(O)C(=O)NCc2ccc(F)cc2)cc1 (configuration not stated)	-5	-1	-3	-11	-24	-1	7	0	5	-3	11
Cc1ccc(NS(=O)(=O)c2c(C)[nH]c(C)c2C(=O)N2CCCCC2)cc1C	8	5	-2	11	0	12	12	13	0	-1	13
CC1CN(S(=O)(=O)c2ccc(C(=O)Nc3ccc(S(=O)(=O)Nc4ncccn4)cc3)cc2)CC(C)O1 (configuration not stated)	3	12	-4	0	6	4	-9	36	0	5	9
CC(=O)c1cc2c(cc1NC(=O)c1c(-c3ccccc3)noc1C)OCO2	8	-7	-2	-8	6	5	-1	7	0	-4	11
O=C1c2ccccc2C(=O)N1Cc1ccco1	-1	1	0	5	-4	4	-2	7	-4	1	2
O=Cc1cccn1Cc1ccccc1[N+](=O)[O-]	0	-5	-7	10	-2	-4	8	1	0	-16	15
CCCCNS(=O)(=O)c1ccc2nc(SCC(=O)Nc3ccccc3)[nH]c2c1	-2	7	-2	-6	-27	10	-2	17	2	1	10
CS(=O)(=O)N(CC(=O)N1CCCCC1)c1cccc(F)c1	2	6	-3	-16	-22	-4	2	1	4	-6	1
CCOC(=O)[C@H]1NN=C(C(=O)OC)[C@@H]1c1ccccc1	5	8	-3	-1	15	1	-12	16	0	8	11
COc1cc(C(O)c2nc(-c3cccc(C#N)c3)cs2)ccc1F (configuration not stated)	-17	1	-6	-24	-7	x	6	13	x	-5	-11
CCC1SC(CC)C(=O)N(CC(=O)NCc2ccc(F)cc2)C1=O (configuration not stated)	-2	-2	-2	11	0	3	-3	16	5	2	20
CSCCC(NS(=O)(=O)c1ccc(Cl)c(Cl)c1)C(=O)O (configuration not stated)	20	2	11	-5	4	2	-8	11	5	15	13
CCOC(=O)c1ccc(N2C(=O)C(C)=C(C)C2=O)cc1	2	16	x	8	-33	16	8	-29	0	-20	-27
Cc1cc(C)n2nc(S(=O)(=O)Nc3c(Cl)cccc3Cl)nc2n1	x	5	4	-14	1	-4	12	14	2	8	23
O=C(Nc1ccccc1)Nc1ccccc1C(=O)NCCCN1CCOCC1	-9	-2	-4	-10	18	-1	-8	9	8	-3	10
CC(CNC1CCCCC1)OC(=O)c1ccc([N+](=O)[O-])cc1 (configuration not stated)	2	-1	-10	7	-10	-9	1	-2	x	-5	2
CC(C)N(Cc1ccccc1)C(=O)c1cnc2n(c1=O)CCS2	-8	x	-3	6	2	x	-18	1	-3	7	3

Pulled one by one from the list above (2):
compound	Vif imaging	PDI turbidity	CaV13 FRET inh	CF NFkB block	NR2E3 ag-1	TRPM1 prom inh	Shn3 3UTR inh	Peg3 promoter	NR2E3 ag-2	KKLEB tox	HIF-2a block
CCCCNS(=O)(=O)c1ccc2nc(SCC(=O)Nc3ccccc3)[nH]c2c1	-2	7	-2	-6	-27	10	-2	17	2	1	10
CCOc1ccc(N2C(=O)Nc3ccccc3C2(O)C(=O)NCc2ccc(F)cc2)cc1 (configuration not stated)	-5	-1	-3	-11	-24	-1	7	0	5	-3	11
